# PAX8 reporter – PAX8 transcriptional activity inhibition; RMG-I TPO-luciferase reporter, SteadyGlo, 24 h; inhibition, % at 12.6 µM; 1.2% of 360,000 active;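 active = mean replicate inhibition at least 60% with every replicate also reaching 60%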;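 note: luciferase light reporting Pax8 driven TPO promoter activity; plate controls were median of neutral control wells for no effect and mitoxantrone controls for full effect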
# Cneo AK release – causes C. neoformans cell lysis; adenylate kinase release luminescence, 4 h; normalised: neutral wells 0, clomiphene wells 100; lysis activity, % at 15 µM; 0.2% of 360,000 active;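 active = mean lysis activity across replicates of at least 80%, whatever share of replicates individually reach that level; inactive = mean lysis activity below 80%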
#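 Assay system: C. neoformans cells. Amount: yeast cell density of 5 × 10^6 cells/mL. Technique: AK luminescence. Buffer or medium: YPD. Times: static 4 h at 37 °C with compound, 1 h detection. Dosing: single-point compound dose. Read-out: lysis from increased AK signal.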
# GSIS activator – primary screen for activators of insulin secretion dependent on glucose, INS-1E cells, GLuc reporter luminescence | 0.61% of 370,000 active | INS-1E GLuc reporter insulin secretion, 2-3 h | AID 743287 | activation, % at 16.6 µM;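 active = lowest replicate activation of at least 40%, so every replicate reaches that level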;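 note: 0% = median of neutral control wells and 100% = median of IBMX positive control wells; some compounds called inactive have numbers as strong as hits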
# PGC1a acetyl inh – PGC1a acetylation modulation, inhibitor mode. U2OS PGC1a acetylation, AlphaScreen anti-acetyl-lysine; with virally co-expressed GCN5 acetyltransferase. inhibition, % at 15.6 µM. 0.17% of 350,000 active. AID 651687;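 active = every replicate shows inhibition of at least 40%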;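 note: 0% = neutral control wells and 100% = positive control wells; some results beyond the cut were filed as inactive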
# PglD inh – inhibitors of Campylobacter jejuni PglD acetyltransferase. purified PglD enzyme, DTNB colorimetric CoA detection. inhibition, % at 12.5 µM. 0.098% of 360,000 active. AID 602405; in the data active = inhibition above about 16%, passing the limit was not always enough; note: strong numbers were not always called active
# ARNT-TACC3 inh – disruptors of human ARNT/TACC3 interaction; Q9Y6A5; 0.66% of 390,000 active; inhibition, % at 9.99 µM; AlphaScreen His-ARNT PAS-B/GST-TACC3 binding, luminescence; TACC3 fragment carries E629A point mutation;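 active = mean inhibition of replicates at least 50% and at least half of replicates each reaching 50%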;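 note: 0% = complete ARNT plus TACC3 wells and 100% = ARNT alone without TACC3; many hits fall short of the cut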
# LGR2 antag – inhibitors of bursicon-induced Drosophila LGR2 receptor cAMP signaling; HEK293 LGR2, CRE-luciferase, bursicon-stimulated, 4 h; inhibition, % at 9.99 µM; 0.35% of 380,000 active; AID 720647;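 active = drop in luminescence signal, shown as inhibition above about 50% in the replicate tests, limit read from the data, passing the limit was not always enough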;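 note: agonist challenge used bursicon conditioned medium at about half maximal strength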
# C2C12 statin – protects C2C12 myotubes from simvastatin toxicity. ATP luminescence, 48 h; scaled: DMSO 0, geranylgeraniol control 100. 0.78% of 330,000 active. rescue of ATP level, % at 7.49 µM;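 active = mean ATP rescue above about 67%, or every replicate alone reaching that limit, limit read from the data, passing the limit was not always enough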;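 note: myotubes were challenged with 10 µM simvastatin during compound exposure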
# An asterisk follows results filed as active; / = not tested or not shown. No enrichment for hits; any-hit rate near 2.9%.
item	SMILES	Cneo AK release	PAX8 reporter	LGR2 antag	PglD inh	ARNT-TACC3 inh	PGC1a acetyl inh	GSIS activator	C2C12 statin
1	Cc1ccccc1C1CCCN(Cc2nc(CC3CC3)no2)C1 (configuration not stated)	-1	-19	/	0	-6	-3	/	4
2	c1ccc(CSc2ccc(-c3cccnc3)nn2)nc1	/	-43	-3	/	0	-3	-9	/
3	COC(=O)c1ccc(OC(=O)c2ccncc2)cc1O	-2	-6	18	4	-6	/	34	-10
4	Nc1c(C(=O)Nc2ccccc2)sc2nc3c(c(-c4ccco4)c12)CCCC3	-5	/	-36	-2	-5	-17	-22	/
5	CCCc1nnc2c(N(C)S(=O)(=O)c3ccccc3)nc3ccccc3n12	/	8	3	/	-17	/	21	/
6	CCOc1cc(NC(=S)NCC2CCCO2)c(OCC)cc1NC(=O)C1CC1 (configuration not stated)	/	8	-21	/	-5	/	5	/
7	COCC(=O)N1[C@H](CO)[C@@H](c2ccccc2)C12CN(C(=O)Nc1ccccc1F)C2	/	-6	1	/	/	0	5	/
8	C[C@@H]1CN([C@H](C)CO)C(=O)Cc2cc(NS(=O)(=O)c3cccs3)ccc2O[C@@H]1CN(C)Cc1ccc2c(c1)OCO2	35	6	4	-1	-7	12	17	9
9	COc1ccc(CNC(=O)c2ccc(Cn3nc(C)cc3C)o2)cc1	3	14	9	-5	4	-2	18	2
10	Nc1nc(=O)n(C2OC(CO)C(O)C2O)cc1F (configuration not stated)	1	33	-9	1	/	6	/	-9
11	Cc1c(Br)cc(C(=O)NCc2ccco2)c(C)c1C	0	/	/	-4	-9	3	/	-11
12	Cc1ccc(NC(=O)COC(=O)c2ccc(Cl)nc2)cc1S(=O)(=O)N1CCCCC1	-2	2	-9	4	18	-4	-12	14
13	O=C(COC(=O)C(O)C(O)C(=O)OCC(=O)c1ccc(C(F)(F)F)cc1)c1ccc(C(F)(F)F)cc1 (configuration not stated)	-3	0	-10	0	15	-1	-8	/
14	CC1CCN(c2ccc3c(c2)S(=O)(=O)c2cc(C(=O)O)ccc2C3=O)CC1	-1	-122	-19	-3	/	0	-8	-5
15	C=CCOC(=O)C1=C(C)NC(SCC(=O)OCC)=C(C#N)C1c1ccc(C)cc1 (configuration not stated)	1	/	-13	26*	-8	-8	-38	/
16	CN1C(=O)c2cc(NS(=O)(=O)c3ccccc3Cl)ccc2OC[C@H]2O[C@@H](CC(=O)O)CC[C@H]21	1	-4	-9	1	0	3	-4	34
17	O=C(COC(=O)CN1C(=O)NC2(CCCC2)C1=O)NCc1ccc(Cl)cc1Cl	/	-38	-2	/	1	/	-15	/
18	Cc1ccc(-n2ncc3c2CC(C)(C)CC3NC(=O)CCCN2CCCCC2=O)cc1 (configuration not stated)	18	8	-3	0	-6	-6	3	5
19	NC(=O)c1cc2cc(Cc3ccccc3Cl)ccc2oc1=O	0	-3	9	-2	10	-3	3	10
20	Cc1cc(=O)[nH]c(-c2cccnc2)n1	-3	14	-2	5	/	13	3	-2
21	Cc1cccc(NC(=O)CSc2nnc(-c3ccco3)c(-c3ccco3)n2)c1C	0	/	/	-2	4	-1	/	/
22	N#Cc1cccc(S(=O)(=O)NCCOc2ccccc2F)c1	-2	-16	12	-1	-6	5	-7	-1
23	C[C@H]1CN([C@@H](C)CO)S(=O)(=O)c2ccc(C#CC3CC3)cc2O[C@@H]1CN(C)C	-3	/	-9	-2	-1	-28	4	14
24	COCC(=O)N(C)C[C@@H]1Oc2cc(C#CC(C)(C)O)ccc2S(=O)(=O)N([C@H](C)CO)C[C@H]1C	-10	/	10	-5	-8	-5	2	0
25	C[C@@H]1CN([C@H](C)CO)C(=O)c2cc(NC(=O)C3CCCCC3)ccc2O[C@@H](C)CCCCO[C@H]1CN(C)S(=O)(=O)c1cn(C)cn1	0	0	7	4	-4	/	14	-8
26	O=C(NCC[C@H]1CC[C@@H](NC(=O)C2CCCCC2)[C@@H](CO)O1)c1cc(Cl)cc(Cl)c1	-1	1	9	1	/	-15	-12	3
27	CCOC(=O)c1cccc(NC(=O)C2CCCN(S(=O)(=O)c3c(C)nn(C)c3C)C2)c1 (configuration not stated)	0	15	15	3	/	-14	-21	8
28	Cc1ccc2cc(CN(Cc3ccco3)C(=O)c3ccccc3)c(=O)[nH]c2c1C	-1	/	/	-1	-21	-6	/	137*
29	O=C(CN1CCN(Cc2ccc(Cl)cc2)CC1)N/N=C/c1ccccc1F	2	10	-15	4	3	7	-14	1
30	CCCOc1ccc(N2C(=O)CC(N(Cc3ccco3)C(C)=O)C2=O)cc1 (configuration not stated)	/	12	2	/	2	/	-4	/

# Complete entries as entered above.
# Shown for `CCOC(=O)c1cccc(NC(=O)C2CCCN(S(=O)(=O)c3c(C)nn(C)c3C)C2)c1` (configuration not stated) → Cneo AK release = 0; PAX8 reporter = 15; LGR2 antag = 15; PglD inh = 3; ARNT-TACC3 inh = /; PGC1a acetyl inh = -14; GSIS activator = -21; C2C12 statin = 8
# Shown for `Cc1ccc2cc(CN(Cc3ccco3)C(=O)c3ccccc3)c(=O)[nH]c2c1C` → Cneo AK release = -1; PAX8 reporter = /; LGR2 antag = /; PglD inh = -1; ARNT-TACC3 inh = -21; PGC1a acetyl inh = -6; GSIS activator = /; C2C12 statin = 137*

# (list continues)
item	SMILES	Cneo AK release	PAX8 reporter	LGR2 antag	PglD inh	ARNT-TACC3 inh	PGC1a acetyl inh	GSIS activator	C2C12 statin
31	COc1ccc(N(Cc2cc3ccc(C)cc3[nH]c2=O)C(=O)c2ccco2)cc1	4	/	2	-7	-1	13	-8	12
32	CN(CCc1ccccn1)C(=O)c1ccc(OC(F)(F)F)cc1	/	5	-2	/	-9	/	0	/
33	CCOC(=O)CC(NCc1ccc(OC)c(OCC)c1)c1ccc(C)cc1 (configuration not stated)	/	6	-30	/	6	10	-29	/
34	CCc1nc2ccc(C(=O)NCCCN3CCCC3=O)cn2c1N(CC)C(C)=O	-4	7	-4	3	/	11	-4	53
35	CCOc1nc2cnccc2n(CC(=O)Nc2ccc(C)c(C)c2)c1=O	14	5	2	-2	-1	0	4	4
36	CCC(=O)Nc1nnc(SCc2ccccc2F)s1	/	-6	16	/	-4	6	-2	/
37	O=C(O)CCc1ccc(-c2ccccc2)n1Cc1ccco1	-2	-3	/	0	/	6	/	/
38	CCC(=O)N1C[C@@H](C)[C@H](OC)CN(C)C(=O)c2ccc(NC(=O)COC)cc2OC[C@@H]1C	0	-2	10	-2	-1	-5	-6	1
39	c1ccc(COc2ccc(CNn3cnnc3)cc2)cc1	/	/	-8	/	9	/	-4	3
40	O=C(NCCOc1ccccc1)c1cc([N+](=O)[O-])ccc1N1CCOCC1	1	18	-9	-1	1	8	3	-40
41	CNC[C@@H]1OCCCC[C@H](C)Oc2ccc(NC(=O)Nc3c(C)noc3C)cc2C(=O)N([C@@H](C)CO)C[C@@H]1C	1	-17	-8	-6	5	5	9	35
42	Cc1ccc(S(=O)(=O)c2nc(-c3ccco3)oc2NCC2CCCO2)cc1 (configuration not stated)	/	-11	-12	/	-8	/	21	/
43	CCN(C(=O)c1ccc(Cl)c(S(=O)(=O)Nc2c(C)n(C)n(-c3ccccc3)c2=O)c1)c1ccccc1	3	15	-1	5	-10	0	-2	4
44	Cc1cc(Cl)ccc1OCCCC(=O)NC1CCN(C)CC1	1	/	15	-8	-10	1	/	-11
45	COc1ccc(N2CCN(C(=O)CS(=O)Cc3nc(-c4ccc(OC)c(OC)c4)oc3C)CC2)cc1 (configuration not stated)	-3	20	-6	-7	-1	1	-5	12
46	CCc1nc2ccc(C(=O)NCCCn3ccnc3)cn2c1N(C)C(=O)COc1ccccc1	-1	6	17	-3	/	-1	24	58
47	COc1ccc(/C=N/NC(=O)c2c(-c3ccccc3)noc2C)cc1[N+](=O)[O-]	2	13	5	5	3	/	-28	/
48	CCCCOc1ccc(CSCCNC(=S)Nc2ccccc2)cc1	/	1	5	/	0	/	-11	/
49	C[C@@H]1CN([C@@H](C)CO)S(=O)(=O)c2ccc(-c3cccnc3)cc2O[C@@H]1CN(C)C(=O)CC1CC1	60	/	1	-2	3	8	25	-4
50	O=C(COC(=O)c1cccc(O)c1)NC(=O)Cc1ccccc1	2	0	-14	-11	-2	0	15	1
51	CC(C)NS(=O)(=O)c1ccc(NC(=O)C2CCCCC2)cc1	0	/	22	-1	-2	3	9	1
52	Cc1ccc(C)c2sc(N3CCN(C(=O)c4ccc([N+](=O)[O-])o4)CC3)nc12	3	14	-6	-3	1	/	8	15
53	C[C@@H]1CN([C@H](C)CO)C(=O)Cc2cc(N(C)C)ccc2O[C@@H]1CN(C)C(=O)NC1CCCCC1	-15	-12	-3	-5	0	-4	10	-8
54	COc1ccc(C(C)N2CC34C=CC(O3)C(C(=O)O)C4C2=O)cc1 (configuration not stated)	1	/	/	5	-13	3	/	/
55	Cc1noc(C)c1NC(=O)N(C)C[C@H]1Oc2ccc(NS(=O)(=O)c3cn(C)cn3)cc2CC(=O)N([C@@H](C)CO)C[C@@H]1C	-2	-45	9	3	/	5	13	14
56	COCCNC(=O)C[C@@H]1C[C@H]2c3cc(NC(=O)c4cccnc4)ccc3O[C@H]2[C@H](CO)O1	3	15	9	5	-7	8	1	-3
57	Cc1cc(-c2ccccc2)nc(N(C)NC(=O)C2CC2)c1S(C)(=O)=O	-2	-5	-22	5	-5	-2	6	-1
58	CCCNC(=O)c1ccc2c(c1)nc(C)n2-c1cccc(Cl)c1	2	9	-1	7	7	6	-3	-2
59	Cc1ccc(C)n1-c1nnc(N2CCC(C(=O)NCCCN3CCN(C)CC3)CC2)s1	0	13	-1	-2	6	3	12	13
60	COc1ccc(CNc2nc(SC)n[nH]2)cc1OC	-1	/	/	3	2	-5	/	/
61	Cc1ccc(S(=O)(=O)Nc2ccc3c(c2)C(=O)N([C@H](C)CO)C[C@H](C)[C@H](CN(C)Cc2ccc(C(=O)Nc4ccccc4N)cc2)OCCCC[C@@H](C)O3)cc1	/	31	1	/	/	3	7	/
62	COc1ccc(NC(=O)CN(C)C(=O)CSc2ccc3c(c2)OCCO3)cc1	1	1	11	7	0	/	-7	6
63	CC1CN(C(=O)c2cc3ccccc3cc2O)CC(C)O1 (configuration not stated)	-3	/	-13	-1	0	/	-8	-6
64	COc1cccc(OCC(O)CN2CCC(CN3C(=O)c4cccc5cccc(c45)C3=O)CC2)c1 (configuration not stated)	/	29	4	/	17	-10	-22	/
65	C[C@@H]1CN([C@H](C)CO)C(=O)c2cc(NC(=O)CCCN(C)C)ccc2O[C@@H](C)CCCCO[C@@H]1CN(C)Cc1ccccc1	/	0	-2	/	/	-8	26	-21
66	COc1ccc(NC(=O)Nc2ccc3c(c2)C(=O)N([C@H](C)CO)C[C@H](C)[C@@H](CN(C)C)OCCCC[C@@H](C)O3)cc1	-3	-12	-11	2	4	5	2	-22
67	NS(=O)(=O)c1ccc(NS(=O)(=O)c2ccc(NC(=S)Nc3ccccc3)cc2)cc1	/	8	-5	/	-2	0	5	/
68	COc1ccc(-c2ccc(C(=O)NCc3ccc(N(C)C)cc3)c3occc23)c(C)c1	-2	-41	/	5	/	-32	/	-13
69	Brc1ccccc1-c1nnc(CSc2nncn2-c2ccccc2)o1	-1	11	/	4	-8	5	/	-4
70	CC1(C)CC(=O)C2=C(C1)N(Cc1ccccc1)C(=O)C2(O)C(F)(F)F (configuration not stated)	1	/	/	1	-4	/	/	8
71	NC(=O)COC(=O)c1cc(-c2cccs2)nn1-c1ccccc1	1	1	0	4	-5	/	14	3
72	O=C(NCCCN1CCOCC1)c1cccnc1	-2	0	-6	-2	21	2	23	/
73	COc1ccc(S(=O)(=O)N(Cc2ccc(OC)c(OC)c2)Cc2ccco2)cc1	-1	/	3	-4	1	-3	-8	29
74	COc1cc(NC(=O)N[C@@H](CCSC)C(=O)O)cc(OC)c1	/	17	-8	/	-6	3	23	/
75	O=C(O)CSc1nnc(-c2cccc(S(=O)(=O)N3CCCCC3)c2)o1	/	-4	-3	/	0	4	6	/

# Compound activity (PubChem BioAssay)
